LMP1 NFkB inh: reduces LMP1-driven NF-kappaB luciferase signal; inhibition, % at 12.5 µM; AID 504558; LMP1-induced NF-kappaB luciferase reporter cells, luminescence; 0.69% of 350,000 active; in the data active = inhibition above about 41%;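 note: 0% = neutral control wells and 100% = reference inhibitor control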
NOD2 RIPK2 PPI: inhibitors of human NOD2-RIPK2 interaction; O43353; CHO BLA complementation NOD2-RIPK2, CCF4 ratio; inhibition, % at 4.98 µM; 0.38% of 360,000 active; in the data active = inhibition above about 21%;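 note: 0% = vehicle only and 100% = reference blocker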
Target sequence (O43353 whole entry, looked up): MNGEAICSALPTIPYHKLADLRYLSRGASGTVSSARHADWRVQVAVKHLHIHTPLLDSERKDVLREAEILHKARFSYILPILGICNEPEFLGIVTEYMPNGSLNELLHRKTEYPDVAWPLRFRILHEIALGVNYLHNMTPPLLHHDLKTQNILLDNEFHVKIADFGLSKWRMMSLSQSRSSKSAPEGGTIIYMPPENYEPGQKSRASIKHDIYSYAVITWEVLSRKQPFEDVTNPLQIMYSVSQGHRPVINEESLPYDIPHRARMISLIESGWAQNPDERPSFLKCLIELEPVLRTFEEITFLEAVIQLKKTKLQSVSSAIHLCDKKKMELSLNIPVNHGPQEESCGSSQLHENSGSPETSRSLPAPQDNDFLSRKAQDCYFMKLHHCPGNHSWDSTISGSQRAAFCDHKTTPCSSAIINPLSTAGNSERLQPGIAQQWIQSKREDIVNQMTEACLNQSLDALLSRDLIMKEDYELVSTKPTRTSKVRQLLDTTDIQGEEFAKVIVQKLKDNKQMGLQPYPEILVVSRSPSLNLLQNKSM
TLR9-MyD88 block: blocks human TLR9 binding to MyD88 | CHO BLA complementation TLR9-MyD88, CCF4 FRET ratio | inhibition, % at 4.98 µM | 0.21% of 340,000 active | AID 504734;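 active = inhibition above the mean over all tested compounds plus 3 SD, cut at about 21% in these data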;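 note: 0% = DMSO only wells and 100% = clavulanate BLA inhibitor control wells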
NR5A2 inv ag: inverse agonists of human LRH-1 (NR5A2); O00482; HEK293T StAR-luciferase reporter, LRH-1 transfected, 24 h; inhibition, % at 3.6 µM; 0.13% of 360,000 active;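 active = inhibition above the mean inhibition of all tested compounds plus 3 SD, cut at about 73% in these data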;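 note: 0% = DMSO wells and 100% = reporter-only cells lacking LRH-1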
Target sequence (O00482 whole entry, looked up): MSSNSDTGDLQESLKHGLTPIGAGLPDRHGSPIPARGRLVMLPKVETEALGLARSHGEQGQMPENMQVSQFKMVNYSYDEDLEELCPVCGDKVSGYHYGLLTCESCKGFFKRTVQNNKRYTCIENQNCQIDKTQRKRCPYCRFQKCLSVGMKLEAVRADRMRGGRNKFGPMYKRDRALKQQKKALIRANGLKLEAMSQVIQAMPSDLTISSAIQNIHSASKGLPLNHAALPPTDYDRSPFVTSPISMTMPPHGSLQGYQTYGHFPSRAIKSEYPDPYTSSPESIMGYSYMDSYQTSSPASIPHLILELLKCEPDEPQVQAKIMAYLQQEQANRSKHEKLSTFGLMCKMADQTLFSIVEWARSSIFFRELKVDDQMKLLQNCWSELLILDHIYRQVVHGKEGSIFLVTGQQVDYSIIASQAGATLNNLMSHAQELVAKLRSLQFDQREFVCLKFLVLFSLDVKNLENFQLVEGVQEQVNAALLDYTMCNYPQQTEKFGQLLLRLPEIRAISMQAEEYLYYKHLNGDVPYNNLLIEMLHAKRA
Vif imaging: inhibitors of HIV Vif. HEK293T cells, Vif self-association by quenched fluorescence, imaging, 24 h. inhibition, % at 7.49 µM. 0.35% of 340,000 active; in the data active = inhibition above about 50%, passing the limit was not always enough; note: some results filed as inactive read as strong as hits
NCOA3 inh: human NCOA3 inhibition. inhibition, % at 3.6 µM. Q9Y6Q9. HEK293 GAL4-SRC3 luciferase reporter, luminescence. 0.17% of 360,000 active;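 active = inhibition above a per-campaign cutoff, the mean of all compounds plus 3 SD, cut at about 60% in these data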;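 note: 0% = DMSO-treated cells and 100% = gossypol-treated cells at 36 µM; higher means less SRC3-driven luciferase light from the GAL4 reporter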
TROY signal inh: blocks TROY-dependent signaling in reporter cells | 0.98% of 360,000 active | Q293 LMP1-TROYcd NF-kB luciferase reporter, 4 h | inhibition, % at 10 µM | AID 1347056;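 active = compounds whose plate-normalised and pattern-corrected inhibition of the luciferase reporter signal at the single screening dose is 50% or more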
NCOA1 inh: inhibits human SRC1 coactivator; 0.12% of 360,000 active; HEK293 GAL4-SRC1 luciferase reporter, luminescence; Q15788; inhibition, % at 3.6 µM;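 active = inhibition above the campaign mean plus 3 SD, with each screening campaign given its own cutoff, cut at about 60% in these data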;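 note: 0% = DMSO treated cells and 100% = gossypol at 36 µM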
NCOA2 inhibitor: human SRC2 (NCOA2) inhibition; HEK293 GAL4-SRC2 luciferase reporter, luminescence; inhibition, % at 9 µM; 0.17% of 370,000 active;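 active = inhibition above the mean inhibition of all tested compounds plus 3 SD, set per campaign, cut at about 52% in these data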;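 note: 0% = DMSO treated cells and 100% = cells given Gossypol at 36 µM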
C8 TRAIL sens: sensitizes caspase-8 expressing cells to TRAIL; 1% of 360,000 active; NB7+C8 cells + TRAIL, ATPlite viability luminescence; inhibition (viability loss, TRAIL sensitization), % at 10 µM; AID 624354;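 active = compounds causing at least 50% loss of cell viability in the single-dose screen, relative to plate controls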
NR2F2 inh: NR2F2 (human) inhibition, primary screen | 0.7% of 370,000 active | HEK293T NGFI-A luciferase reporter, luminescence | inhibition, % at 8.6 µM;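 active = inhibition above a per-plate cutoff, mean inhibition of test wells between control levels plus 3 SD, cut at about 38% in these data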;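 note: cells cotransfected with COUP-TFII expression vector driving the NGFI-A reporter; 0% = median of COUP-TF2 test wells and 100% = reporter-only cells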
* marks the source's active call; other numbers are inactive results; nt = no result given.

SMILES	LMP1 NFkB inh	NOD2 RIPK2 PPI	TLR9-MyD88 block	NR5A2 inv ag	Vif imaging	NCOA3 inh	TROY signal inh	NCOA1 inh	NCOA2 inhibitor	C8 TRAIL sens	NR2F2 inh
Cc1cccc(N2C(=O)CN(Cc3ccccc3)C2=S)c1	1.1	-5.8	-5.6	-23.9	16.9	-1.4	-22.3	-29.0	-23.6	18.2	0.0
Cc1ccc(/C(O)=C/C(=O)C(=O)NNC(=O)C(O)(c2ccccc2)c2ccccc2)cc1	-4.7	-3.1	1.7	14.2	-6.2	0.4	-18.0	0.1	-17.1	0.4	4.6
COc1cccc(NC(=S)N(CCN(C)C)C(C)c2ccco2)c1 (stereo not drawn)	0.2	-12.5	-8.3	0.4	-12.2	6.6	1.6	-3.7	-57.7	8.4	-10.9
N#Cc1ccccc1CN1C(=O)NC(Cc2c[nH]c3ccccc23)C1=O (stereo not drawn)	-4.1	-3.7	-0.9	4.8	-3.4	-2.2	-11.8	-0.1	-5.3	-9.9	1.2
CC(C)CCN1C(N(C)C)=NC[C@@H]1C	3.1	6.6	-5.2	-8.2	1.8	-0.2	2.0	-13.2	3.9	4.6	0.1
O=C(COc1ccc2ccccc2c1)NNC(=O)Nc1ccc(F)cc1F	-5.8	0.6	7.5	3.7	6.9	-22.8	3.9	1.5	4.1	-10.1	-7.0
Cc1ccc(NC(=O)C2(C)CCN2Cc2csc3ccccc23)cc1 (stereo not drawn)	nt	5.0	nt	11.7	-7.6	-30.5	5.0	-18.7	-2.1	21.6	14.6
O=C1O/C(=C/c2ccccc2)c2ccccc21	6.2	14.0	-4.2	3.6	-2.6	-6.3	-35.6	6.3	-16.9	-8.8	-3.5
S=c1[nH]nc(C2CCCCC2)n1Cc1ccccc1	9.0	-4.2	0.8	14.3	12.7	14.1	-0.2	-46.6	9.4	9.5	10.3
CC(=O)Nc1ccc(S(=O)(=O)N2CCC(N3CCCCC3)CC2)cc1	-10.3	-2.0	-6.1	-12.9	1.8	5.6	-11.5	-10.8	-18.3	12.4	-3.8
C[C@@H]1CCCCO[C@@H](CN(C)C(=O)CCCN(C)C)[C@@H](C)CN([C@H](C)CO)C(=O)c2cc(N(C)C)ccc2O1	nt	-0.2	nt	-9.9	11.2	4.9	2.1	10.5	-2.8	-2.2	-1.4
Cc1cc(/C=C2\C(=N)N3N=C(CC(=O)N4CCOCC4)SC3=NC2=O)c(C)n1Cc1ccccc1	nt	-6.1	nt	-6.3	3.0	-0.6	3.9	-11.9	1.0	-6.9	-2.4
CC(O)CNC1c2ccccc2CC1O (stereo not drawn)	-7.0	-1.5	-3.9	3.2	5.9	9.9	-19.3	-10.5	1.4	-4.4	-7.2
COCCNC(=O)c1onc(CSc2ccc(F)cc2)c1C(=O)NCCOC	1.9	-8.8	5.1	8.8	6.0	-5.3	-2.6	-15.7	-7.1	-3.8	16.8
O=c1oc2c(CN3CCOCC3)c(O)ccc2c2c1CCCC2	6.0	-13.5	-3.3	-1.2	-7.7	2.7	-9.5	-27.7	-13.1	-15.9	-3.0
Cc1ccccc1NC(=O)c1cccc(S(=O)(=O)N2CCCCC2)c1	-7.2	-6.7	-1.9	-1.0	5.7	0.6	8.0	-13.2	-16.4	1.1	9.6
O=C(NC(=S)Nc1ccccn1)c1ccco1	-20.3	-9.0	-2.0	-91.8	4.0	-37.1	-53.6	-77.3	-44.4	23.3	-35.2
CS(=O)(=O)CCC(C(=O)OCC(=O)c1ccc(Cl)cc1)N1C(=O)c2ccccc2C1=O (stereo not drawn)	1.5	3.1	-2.6	14.0	-6.7	11.8	-0.7	14.8	-8.1	11.3	-3.3
O=C(NCC(=O)N(Cc1cccs1)C(C(=O)NC1CCCCC1)c1ccco1)c1cccs1 (stereo not drawn)	2.4	4.2	-4.8	-8.5	2.9	3.2	-5.9	-8.8	-24.3	4.5	-12.0
O=C(CSc1nnc(-c2ccco2)n1Cc1ccccc1)NCc1ccccc1	4.1	1.4	-1.2	13.1	5.7	21.9	-0.7	9.6	4.9	-1.9	1.4
Cc1cc(C(F)F)n2nc(C(=O)Nc3ccc(S(=O)(=O)N4CCCCCC4)cc3)nc2n1	-0.7	4.9	-3.6	7.7	nt	14.3	-22.1	-10.4	13.2	-6.5	6.8
Cc1ccc(CN2CCNC(=O)C2CC(=O)N2CCN(c3ncccn3)CC2)o1 (stereo not drawn)	-2.0	-5.5	-8.9	8.4	13.0	14.5	-6.2	1.7	19.4	-16.7	0.4
COc1cccc(N2CCN(C(=O)CCS(=O)(=O)c3ccc4c(c3)oc(=O)n4C)CC2)c1	5.7	-3.1	-17.7	2.0	0.3	-11.4	0.7	12.7	-3.4	7.7	12.5
Cc1c(N=C2N=C(NC(=O)c3cccs3)c3ccccc32)c(=O)n(-c2ccccc2)n1C	1.7	6.3	10.3	-7.9	4.8	-9.1	6.8	-41.9	-1.8	-32.0	7.8
O=C(NCCC1CCCCN1S(=O)(=O)c1ccc(F)cc1)C(=O)NCc1cccnc1 (stereo not drawn)	-1.4	-8.4	0.9	19.3	-1.0	19.6	-11.6	-4.7	-7.3	14.3	7.8

Additional compounds:
SMILES	LMP1 NFkB inh	NOD2 RIPK2 PPI	TLR9-MyD88 block	NR5A2 inv ag	Vif imaging	NCOA3 inh	TROY signal inh	NCOA1 inh	NCOA2 inhibitor	C8 TRAIL sens	NR2F2 inh
Nc1nonc1-c1nc2ccccc2n1CC(=O)N1CCCCC1	6.2	2.2	-7.0	5.3	7.5	12.9	-2.2	13.5	25.9	5.4	-0.9
CC(C)N1C(=O)CC(Nc2ccc(N3CCOCC3)cc2)C1=O (stereo not drawn)	-19.9	-4.0	-7.7	-18.8	-12.1	-19.6	0.2	-16.5	-38.9	-2.5	8.4
Fc1ccc(-n2c(-c3ccco3)n[nH]c2=S)cc1	15.0	-1.4	-11.2	-8.1	nt	10.1	-11.8	-5.4	0.1	17.6	-1.3
Cc1ccc(C)n1-c1ncc(Br)cn1	5.8	-8.5	-4.5	-3.8	-0.9	5.9	3.7	-13.6	-5.2	-1.7	-2.4
Cc1ccc(CSCC(=O)Nc2ccc(F)cc2)cc1	-14.6	-0.6	-9.6	-16.3	-2.1	-0.7	-27.4	-21.8	2.5	-8.5	-2.3
COc1ccc(OCCN2CCN(S(=O)(=O)c3ccccc3C(F)(F)F)CC2)cc1	3.3	-2.5	-2.6	-7.0	-21.9	3.9	13.2	6.0	-1.9	22.5	41.0*
CC1CC(N(C(=O)c2ccccc2Cl)c2ccccc2)c2ccccc2N1 (stereo not drawn)	-4.6	-2.6	-7.8	20.8	-0.2	-10.0	6.9	1.5	-5.1	1.6	19.1
COc1ccc(OC)c(C(=O)c2ccc(Cl)cc2)c1	7.1	2.7	1.4	0.9	-9.6	-8.6	10.2	4.6	19.2	6.7	-10.2
COc1cc(/C=N/N2CCN(Cc3ccc(Cl)cc3)CC2)cc(Br)c1O	4.4	-3.8	-12.1	23.9	-10.9	5.3	20.4	8.2	-14.6	0.8	28.7
CC(=O)Nc1cccc(C(=O)N2CCN(S(=O)(=O)c3ccc4ccccc4c3)CC2)c1	2.3	-1.4	-0.8	-9.1	-4.8	-12.7	-6.7	-25.4	12.9	-17.6	2.8
O=C(Nc1ccc(S(=O)(=O)Nc2cnc3ccccc3n2)cc1)c1cc(F)c(F)cc1Cl	-3.8	0.4	-2.1	0.1	8.5	-1.6	-0.2	1.4	-4.9	-10.6	9.5
N#Cc1cc(-c2ccccc2)nc(Oc2ccccc2)n1	4.8	4.3	-3.7	19.5	-5.3	17.9	48.5	-1.9	29.4	0.0	28.7
COC(=O)C1CCN(c2ccc(C(N)=O)cc2[N+](=O)[O-])CC1	9.3	-15.1	-4.8	13.2	2.6	15.6	6.9	-21.1	19.1	21.1	-5.0
COc1ccc(NC(=O)N2CCCC(c3nc(-c4ccc(C(C)C)cc4)no3)C2)cc1 (stereo not drawn)	-24.5	-6.3	-10.1	-132.5	-22.2	-54.9	68.9*	-65.4	23.7	21.2	9.2
O=C(C1CCN(C2CCN(Cc3ccc4c(c3)CCO4)CC2)CC1)N1CCCC1	-10.2	-3.1	0.5	-0.1	-7.2	1.5	-13.3	-12.0	-3.8	1.0	6.6
CCOC(=O)c1ccc(-c2c(C(=O)OCC)oc3cc(O)c(CC)cc3c2=O)o1	6.9	2.1	-8.4	-7.8	8.1	-11.1	19.5	-7.2	1.4	12.6	-9.9
O=C(c1ccc(CN2CCOCC2)cc1)N1CCN(Cc2ccccc2)CC1	-3.5	-7.0	0.8	5.3	13.6	-3.6	-11.7	-0.1	13.3	2.1	8.8
O=C(C1CCCCC1)N1C[C@H](n2cc(C3CC3)nn2)[C@@H](O)C[C@@H]1c1ccccc1	-29.1	5.3	-0.8	2.9	-0.7	-1.9	-9.8	-3.1	-13.5	-18.1	-12.5
CCCOc1ccc(CCC(=O)N/N=C/c2ccco2)cc1	nt	-4.9	nt	-2.5	3.8	-1.1	-4.0	-13.1	-0.1	-2.1	9.4
O=C(NCCc1ccccc1)c1ccc(Cl)c([N+](=O)[O-])c1	-15.9	-7.2	-7.0	-91.7	30.1	-57.2	-64.2	-85.6	-27.4	1.3	-17.8
O=C1c2cccc(OCC(=O)N3CCCc4ccccc43)c2CCN1Cc1cccnc1	20.0	-10.0	-10.5	7.0	-8.4	23.0	31.2	14.7	9.0	15.1	39.8*
COc1ccccc1C(=O)NC(=O)COC(=O)CCS(=O)(=O)c1ccc(C)cc1	-7.2	-26.8	7.0	12.6	1.5	17.1	4.5	10.0	-27.6	18.3	-8.7
CCCCC(=O)Nc1ccc(N2CCCC2)cc1	-0.4	-12.0	-1.0	9.8	-11.7	-19.0	28.9	-7.2	-63.0	-20.9	6.8
Cc1cc(-c2nc(C)c(C(=O)NN)s2)no1	3.2	0.3	11.7	-5.0	8.9	-16.4	-1.5	-3.7	10.4	7.2	10.2
O=C(CSC1=Nc2ccccc2C2=NC(CC(=O)NCc3ccco3)C(=O)N12)NCC1CCCO1 (stereo not drawn)	-15.5	0.3	-6.4	2.6	-3.0	8.7	-3.2	-4.9	-3.8	-6.4	9.4
CCOC(=O)/C(C#N)=C/Nc1ccsc1C(=O)OC	6.2	-1.8	-0.6	-15.6	-1.1	12.9	-20.2	3.3	9.8	-10.2	10.7
CCOC(=O)N1CCN(S(=O)(=O)N2CCCC(C(=O)NCc3ccc(F)cc3)C2)CC1 (stereo not drawn)	-5.2	-8.9	-0.6	14.4	5.4	2.8	-5.1	6.0	-9.3	8.2	-15.2
c1ccc(CSc2ccc(-c3cccnc3)nn2)cc1	-24.2	2.9	2.0	-117.0	-3.7	-56.2	-69.1	-57.5	-90.3	2.8	-18.7
CN(C)/N=C/C=C1\CCC/C(=C/c2cccs2)C1=O	-46.4	5.2	-10.4	-99.8	-4.0	-100.5	-1.9	-91.9	-32.3	21.4	-45.2
CC1CCCCC1NC(=O)C1CCCN1S(=O)(=O)c1cccc2nsnc12 (stereo not drawn)	-12.2	-11.3	3.5	10.8	-4.7	4.7	-1.9	5.4	-0.6	-16.1	5.6

The list is partial. The share of hits here may be higher or lower than overall.
